Screening results deposited in PubChem by National Center for Advancing Translational Sciences (NCATS).
TDP43 rescue: TDP-43 toxicity inhibition in yeast. TDP-43 expressing yeast growth rescue, BacTiter-Glo, 24 h. Potency, µM (doses to about 46.1 µM), for inactives: at the highest dose growth rescue (activation), hits mostly activators. 1.8% of 410,000 active. AID 652104; further: potency means the concentration at half of the fitted maximal effect; % of control where 0% means no effect; nearly all actives have a fitted effect of over 50% in size
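Yeast expressing TDP-43 (pregrown in raffinose, seeded at OD600=0.02 in galactose medium) exposed to compounds 24 hr at 30 deg C. Growth read by BacTiter-Glo luminescence; rescue of toxicity appears as increased signal.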
EPAC2 antag: antagonists of human EPAC2. EPAC2 GEF exchange of Rap1B-BODIPY-GDP, fluorescence. Potency, µM (top dose mostly 114 µM), for inactives: at the highest dose activity, negative = inhibition, hits mostly inhibitors. 0.18% of 360,000 active; further: potency means the concentration at half of the fitted maximal effect; on the % scale 0 is the no-effect control and ±100 the full control effect; nearly all actives have a fitted effect of over 45% in size; many of its hits are not listed in these tables
Target sequence (Q8WZA2 whole entry, looked up): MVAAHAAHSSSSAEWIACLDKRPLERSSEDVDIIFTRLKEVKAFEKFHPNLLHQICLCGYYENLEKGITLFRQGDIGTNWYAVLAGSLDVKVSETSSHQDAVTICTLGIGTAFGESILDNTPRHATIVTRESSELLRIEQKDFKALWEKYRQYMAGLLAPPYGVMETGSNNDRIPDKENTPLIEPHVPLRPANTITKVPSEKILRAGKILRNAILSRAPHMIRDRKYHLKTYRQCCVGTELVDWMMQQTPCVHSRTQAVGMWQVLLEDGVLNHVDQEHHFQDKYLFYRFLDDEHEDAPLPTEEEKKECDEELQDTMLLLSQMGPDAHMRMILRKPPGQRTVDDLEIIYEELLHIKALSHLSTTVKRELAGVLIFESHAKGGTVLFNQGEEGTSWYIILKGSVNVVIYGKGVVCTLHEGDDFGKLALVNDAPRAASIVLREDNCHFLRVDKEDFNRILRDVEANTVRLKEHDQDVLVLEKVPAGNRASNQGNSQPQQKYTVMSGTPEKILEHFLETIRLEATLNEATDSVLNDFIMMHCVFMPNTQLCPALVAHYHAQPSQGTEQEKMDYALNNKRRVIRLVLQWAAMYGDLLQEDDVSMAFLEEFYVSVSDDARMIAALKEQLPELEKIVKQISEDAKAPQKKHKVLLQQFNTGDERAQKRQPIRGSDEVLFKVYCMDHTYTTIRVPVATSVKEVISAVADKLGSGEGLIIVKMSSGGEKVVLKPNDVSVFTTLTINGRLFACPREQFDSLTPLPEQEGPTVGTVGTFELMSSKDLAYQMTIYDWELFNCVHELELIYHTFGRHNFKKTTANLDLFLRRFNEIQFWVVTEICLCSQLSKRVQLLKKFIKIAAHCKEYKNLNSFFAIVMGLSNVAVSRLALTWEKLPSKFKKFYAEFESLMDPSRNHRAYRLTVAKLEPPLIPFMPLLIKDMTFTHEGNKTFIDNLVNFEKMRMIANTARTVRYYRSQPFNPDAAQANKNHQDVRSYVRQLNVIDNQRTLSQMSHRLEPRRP
aSyn rescue: inhibitors of alpha-synuclein toxicity in yeast | Yeast expressing alpha-synuclein, growth rescue, BacTiter-Glo, 24 h | Potency, µM (doses to about 46.1 µM), for inactives: at the top dose growth rescue (activation), usual class: activators | 0.14% of 370,000 active | AID 652106; further: potency means the concentration at half of the fitted maximal effect; % of control where 0% means no effect; nearly all actives have a fitted effect of over 65% in size
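Rescue of yeast growth: cells expressing toxic alpha-synuclein, induced in galactose at OD600 0.02, incubated with compound 24 h at 30 C. ATP luminescence quantified growth; inhibitors of toxicity appear as activators.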
FUS yeast rescue: FUS proteinopathy suppression in yeast; AID 1347120; Potency, µM (doses to about 76.6 µM), for the others: at the top dose growth rescue (activation), actives largely listed as activators; S. cerevisiae FUS-expressing, growth rescue, OD600, 24 h; 0.24% of 390,000 active;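 further: potency means the concentration at half of the fitted maximal effect; plate controls were DMSO vehicle for no effect and reference control for full effect; nearly all actives have a fitted effect of over 55% in size; some results filed as inactive show a strong effect at the top dose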
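Cultures pregrown in 2.5% raffinose medium are shifted to minimal medium containing 2% galactose to express toxic FUS. Compounds are tested at several concentrations. After 24hr at 30C, growth is quantified at 600 nm absorbance.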
DRD3 agonist: D3 dopamine receptor (human) agonism; P35462; D3R DiscoveRx beta-arrestin cells, luminescence, 90 min; max activation, %; 0.58% of 410,000 active; in the data active means max activation above about 30%; further: 0% is about no effect; mostly tested at two doses, the higher about 12 µM
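Cells at 1500/well, incubated overnight, then treated with pinned compounds (dopamine as control) for 90 min at 37 degrees C. DiscoveRx reagent added for 30 - 60 minutes at room temperature; luminescence read.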
DRD3 antagonist: antagonists of human D3 dopamine receptor | AID 652054 | max response, negative = inhibition, % | D3R cells, DiscoveRx beta-arrestin luminescence, antagonist mode; stronger effect = lower value | 2.5% of 360,000 active; in the data active means max response below about -50%; inconclusive means no clear call, values can overlap the other calls; further: on the % scale 0 is the no-effect control and ±100 the full control effect; mostly tested at two doses, the higher about 12 µM
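Cells expressing the human receptor were seeded at 1500 cells/well, incubated overnight at 37 degrees C in 5% CO2, then exposed to library compounds with dopamine controls for 90 minutes at 37 degrees C before luminescent detection.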
Abeta rescue: A-beta toxicity reversal in yeast | 0.063% of 410,000 active | Potency, µM (top dose mostly 46.1 µM), without a hit: at the highest dose growth rescue, most hits filed as activators | AID 1347071 | yeast expressing A-beta42, growth rescue, OD600, 48 h; response scale: 0% DMSO, 100% iron-clioquinol control; further: potency means the concentration at half of the fitted maximal effect; nearly all actives have a fitted effect of over 55% in size
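Yeast growth medium received pinned compounds, then yeast cells expressing toxic A-beta were added; plates incubated at 30 C for 48 hr. Growth read as absorbance at 600 nm, normalized to DMSO and equimolar FeCl3 plus clioquinol controls.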
EPAC2 agonist: activates human EPAC2 exchange factor; AID 720711; Potency, µM (titrated, usually from 154 µM), without a hit: at the top dose activation, usual class: activators; 0.079% of 360,000 active; Q8WZA2; EPAC2 activation, biochemical qHTS; response scale: 100% = 6.5 mM cAMP response; further: potency means the concentration at half of the fitted maximal effect; nearly all actives have a fitted effect of over 50% in size
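Exchange assay: 100 nM EPAC2 with 250 nM Rap1B-BODIPY-GDP and 50 uM GDP. Fluorescence (ex 480/em 540 nm) read every 5 min for 30 min at room temperature. Data normalized to 6.5 mM cAMP as agonist control.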
An asterisk follows results filed as active; ? = inconclusive; / = not tested or not shown; & = joins results of further samples; [ ] = another dose, or the depositor's remark. Unless noted, the call rests on the fitted dose curve; in most records, active means well fitted curve in the direction sought with a large enough effect; inconclusive means small, poorly fitted or top-dose-only effect, or another doubt; inactive means no such curve, though single readings can be large; an effect the other way counts as inactive or inconclusive. This is a subset (hit frequency here may not be typical).

SMILES	TDP43 rescue	EPAC2 antag	aSyn rescue	FUS yeast rescue	DRD3 agonist	DRD3 antagonist	Abeta rescue	EPAC2 agonist
COc1ccccc1CNC(=O)c1ccc(Cl)c(NC2=NC3CS(=O)(=O)CC3S2)c1 (stereo unspecified)	2%	7%	-6%	-1%	2	11	4%	9%
Cc1ccc(N2CC(C(=O)Nc3ccccc3C(=O)NC3CCCCC3)CC2=O)cc1C (stereo unspecified)	-29%	-9%	-1%	37%	-2	9	15%	-18%
CC(C)C(C(=O)O)N1C(=O)/C(=C/C=C/c2ccco2)SC1=S (stereo unspecified)	-1%	-18%	6%	/	-1	-30	10%	1%
O=C1c2cnc3nc(SCc4ccc(Cl)cc4)nn3c2CC2c3ccccc3CCN12 (stereo unspecified)	?	4%	5%	2%	4	-14	?	5%
O=S(=O)(NCCSc1nnnn1-c1ccccc1)c1ccc(F)cc1	-4%	/	/	-10%	-17	/	-2%	/
COc1ccc(S(=O)(=O)N2CCCCC2)cc1C(=O)NC1CCS(=O)(=O)C1 (stereo unspecified)	14%&12%	4%	1%	-8%&-12%	-8&-16	22	6%&-7%	-5%
CS(=O)(=O)N(CC(=O)N1CCCCCC1)c1cccc(F)c1	23%	7%	7%	-5%	1	1	4%	-1%
COc1ccc(CN(C)CC(O)COc2ccc(C(=O)c3ccccc3)cc2)c(OC)c1OC (stereo unspecified)	-9%	-4%	0%	14%	-23	-21	-5%	2%
CCN(CC)CC(=O)Nc1ccc(-c2ccc(NC(=O)CN(CC)CC)c(OC)c2)cc1OC	16%	-24%	-5%	21%	-11	?	-11%	5%
Cc1ccc(CCNC(=O)c2sc3ncccc3c2-n2c(C)ccc2C)cc1	22%	/	/	30%	-10	/	-18%	/
CCC(=NCc1ccccc1)c1c(C(F)(F)F)[nH]n(-c2nc3ccccc3s2)c1=O	-19%	-3%	/	-16%	-10	-60*	-4%	6%
CCc1cc2c(C)ccc(C)c2nc1SCC(=O)Nc1c[nH]c(=O)[nH]c1=O	/	1%	4%	5%	4	-21	-19%	1%
Cc1cccc(NC(=S)NCCc2ccc3c(c2)OCCO3)c1C	?	2%	-10%	17%	2	15	?	15%
COc1cc(C(=O)Nc2nc(C)c(Cc3ccc4c(c3)OCO4)s2)cc(OC)c1OC	-86%[inhibitor]	-4%[57.1 µM]	-24%	15%	-4	3	7%	14%
O=C(NCC(=O)N(CC1CCCO1)C(C(=O)NC1CCCCC1)c1ccccc1)c1cccs1 (stereo unspecified)	-21%	-6%	0%	12%	-9	-11	0%	13%
CC(C(=O)Nc1ccc(C#N)cc1)N(C)Cc1cccs1 (stereo unspecified)	-6%	-14%	5%	4%	-4	1	0%	-2%
COC(=O)c1ccc(OCC(O)CN(CCO)CCO)cc1 (stereo unspecified)	3%	14%	-9%	20%	-3	6	-4%	4%
CCc1ccc(C(=O)c2cn(CC(=O)Nc3ccc(F)cc3)c3ccc(OC)cc3c2=O)cc1	1%	/	/	-2%	-19	/	-6%	/
Cc1c(C(=O)N2CCOCC2)c(S(=O)(=O)Nc2ccc(OC(F)(F)F)cc2)c(C)n1C	11%	-1%	-2%	9%	6	-8	11%	-3%
CC(CC1CC(C)(C)OC1=O)C(=O)Nc1nncs1 (stereo unspecified)	-24%	3%	0%	14%	0	17	-4%	-4%
Cc1ccc(NC(=O)CC(c2ccc(F)cc2)N2Cc3ccccc3C2=O)cc1C (stereo unspecified)	-24%	/	/	6%	-2	/	-5%	/
Cc1ccc(C)c(Cn2nnc3c(=O)[nH]c(C(=O)NCC4CCCO4)nc32)c1 (stereo unspecified)	-17%	9%	0%	30%	-1	-10	-7%	4%
CCc1nnc(NC(=O)[C@@H](NC(=O)c2ccc(C(C)(C)C)cc2)C(C)C)s1	-17%	-4%	11%	28µM*	-13	-5	-4%	-3%
CCOC(=O)N1CCC(N(CCN(C)C)C(=S)Nc2cc(C)ccc2C)CC1	10%	6%	-9%	-4%	7	3	0%	5%
O=C(CSc1nnnn1C1CCCCC1)NCCc1ccccc1	-18%	1%	12%	-5%	0	-11	-27%	3%
CCOC(=O)C(=O)Nc1ccccc1C(=O)OCC	0%	2%	1%	3%	0	14	-4%	3%
COc1ccc2oc(C(=O)OC(C)C(=O)N3C(C)CCCC3C)c(C)c2c1 (stereo unspecified)	-4%	-19%	15%	22%	8	6	-12%	7%
Cc1cc(C)n(C(=O)CNC(=O)CCc2ccccc2)n1	21%	6%	0%	18%	0	-7	8%	8%
CNC(=S)SCCOc1ccccc1C	?	-9%	4%	-1%	10	5	14%	11%
CCC(C)(C(=O)Nc1ccccc1C)N(C(=O)CNC(C)=O)c1ccccc1C (stereo unspecified)	3%	-1%	-13%	5%	1	9	-10%	-10%

Looked up above:
In FUS yeast rescue, CNC(=S)SCCOc1ccccc1C has -1%
In EPAC2 antag, O=C(CSc1nnnn1C1CCCCC1)NCCc1ccccc1 has 1%
In Abeta rescue, Cc1ccc(C)c(Cn2nnc3c(=O)[nH]c(C(=O)NCC4CCCO4)nc32)c1 (stereo unspecified) has -7%
In DRD3 antagonist, CCOC(=O)C(=O)Nc1ccccc1C(=O)OCC has 14
In DRD3 agonist, CCc1nnc(NC(=O)[C@@H](NC(=O)c2ccc(C(C)(C)C)cc2)C(C)C)s1 has -13
In Abeta rescue, CCC(C)(C(=O)Nc1ccccc1C)N(C(=O)CNC(C)=O)c1ccccc1C (stereo unspecified) has -10%
In DRD3 agonist, Cc1ccc(NC(=O)CC(c2ccc(F)cc2)N2Cc3ccccc3C2=O)cc1C (stereo unspecified) has -2

(continued)
SMILES	TDP43 rescue	EPAC2 antag	aSyn rescue	FUS yeast rescue	DRD3 agonist	DRD3 antagonist	Abeta rescue	EPAC2 agonist
CC1(C(=O)NCc2ccccc2)CSCC(=O)N1Cc1cccc(C(F)(F)F)c1 (stereo unspecified)	15%	-25%	4%	26%	2	16	-6%	-7%
Cc1nc([N+](=O)[O-])cn1CCC#N	0%[1.82 µM]	6%	0%	-6%	22	-2	2%	7%
CSCCC(NC(=O)c1cccc(C)c1)C(=O)OCC(=O)NC(=O)c1cccn1C (stereo unspecified)	-9%	19%	-2%	/	-3	6	21%	-4%
COc1ccc(OC)c(S(=O)(=O)NCCCN2CCOCC2)c1	-16%	13%	-6%	-14%	-4	-16	-18%	-1%
CN(Cc1ccc(Cl)cc1)C(=O)COC(=O)c1ccc(-c2ccc(O)cc2)cc1	6%	-2%	3%	-11%	2	15	2%	7%
C[C@H]1COC(=O)CCC/C=C\C[C@H](CC(=O)N(CCO)Cc2ccccc2)C(=O)N1	7%	7%	-3%	-5%	8	2	-3%	7%
Cc1ccccc1Cn1nc(C)c(NC(=O)c2nc3n(n2)C(C(F)F)CC(C)N3)c1C (stereo unspecified)	-5%	10%	-3%	19%	1	11	-4%	-5%
COC(c1ccc(Cl)cc1)(c1ccc(Cl)cc1)C(Oc1nc(C)cc(C)n1)C(=O)O (stereo unspecified)	8%	8%	0%	-6%	2	14	2%	-5%
C=CCn1c(SC/C=C/c2ccccc2)nnc1-c1sc(N)nc1C	-11%	5%	-5%	22%	1	-25	20%	4%
COc1ccccc1OCCNC(=O)CCNC(=O)c1ccccc1Cl	2%	4%	-3%	-1%	1	3	12%	13%

One compound at a time, from the list above. Values in the order: TDP43 rescue, EPAC2 antag, aSyn rescue, FUS yeast rescue, DRD3 agonist, DRD3 antagonist, Abeta rescue, EPAC2 agonist
COc1ccc(S(=O)(=O)N2CCCCC2)cc1C(=O)NC1CCS(=O)(=O)C1 (stereo unspecified) in the list: 14%&12%, 4%, 1%, -8%&-12%, -8&-16, 22, 6%&-7%, -5%
CCc1cc2c(C)ccc(C)c2nc1SCC(=O)Nc1c[nH]c(=O)[nH]c1=O in the list: /, 1%, 4%, 5%, 4, -21, -19%, 1%
O=C(CSc1nnnn1C1CCCCC1)NCCc1ccccc1 in the list: -18%, 1%, 12%, -5%, 0, -11, -27%, 3%
CCOC(=O)C(=O)Nc1ccccc1C(=O)OCC in the list: 0%, 2%, 1%, 3%, 0, 14, -4%, 3%

(more compounds)
SMILES	TDP43 rescue	EPAC2 antag	aSyn rescue	FUS yeast rescue	DRD3 agonist	DRD3 antagonist	Abeta rescue	EPAC2 agonist
O=[N+]([O-])c1ccc(-n2nncc2-c2ccc(Cl)cc2)cc1	?	-3%	0%	20%	0	7	-17%	4%
Cc1ccc(O)c(NC(=O)C2CC(c3c(F)cccc3Cl)=NO2)c1 (stereo unspecified)	3.5µM*	3%	/	6%	-3	3	26%	-3%
Cc1ccc2nc(Nc3ccccc3)c(C=O)c(=O)n2c1	18%	1%	1%	6%	6	8	-8%	3%
COc1cc(C(=O)NC(CCSC)C(=O)OCC(=O)C(C)(C)C)cc(OC)c1OC (stereo unspecified)	-5%	19%	-5%	-2%	-8	-16	4%	8%
CC(C)Oc1cccc(C(=O)Nc2ccc(NC(=O)c3ccco3)cc2)c1	18%	6%	-6%	-23%	-2	?	23%[9.22 µM]	-1%
Cc1ccc(N2C(=O)[C@@H]3C(c4cccnc4)=NO[C@@H]3C2=O)cc1	16%	2%	-2%	11%	5	-6	-10%	7%
Cn1ccc(C(=O)N2CCCc3ccccc32)n1	4%	8%	0%	-26%	4	-7	10%	?
Cc1oc(-c2ccc(C(=O)NCCCOC(C)C)cc2)nc1CS(=O)(=O)c1ccccc1	-17%	/	/	14%	-25	/	-10%	/
CC(C)(O)C#Cc1ccc(C(=O)NCc2ccccc2F)cc1	-16%	3%	-11%	3%	-9	-26	-8%	6%
CC(C)CNC(=O)c1ccccc1NC(=O)CN(c1ccccc1)S(=O)(=O)N(C)C	-17%	-8%	-6%	12%	-6	7	-12%	4%
